From PubChem BioAssay
GLS inhibitor: qHTS for Inhibitors of Glutaminase (GLS); Glutaminase kidney isoform, mitochondrial (Homo sapiens), O94925; GLS enzymatic activity, qHTS titration; Potency, µM (highest dose often 45.5 µM), for the others: top-dose activity change, negative = inhibition, most hits filed as inhibitors; actives 0.21% (n = 410,000); note: % is set by controls: 0 for no effect and ±100 for the full control effect
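Two-point fluorescence kinetic (t0, 30 min RT) for hKGA; glutamate detected via glutamate oxidase–HRP–Amplex Red. Substrate: 1 mM L-glutamine solution; buffer 45 mM KH2PO4, pH 8.2.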
BAZ2B block: qHTS Assay for Inhibitors of BAZ2B; Potency, µM (doses to about 114 µM), inactives show top-dose activity change, negative = inhibition, hits mostly inhibitors; AlphaScreen BAZ2B-H3K14Ac peptide displacement; Bromodomain adjacent to zinc finger domain protein 2B (Homo sapiens), Q9UIF8; actives 4.4% (n = 360,000); AID 504333, 2011; note: % is set by controls: 0 for no effect and ±100 for the full control effect; nearly all actives have a fitted effect of over 60% in size
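Compounds, titrated to a top concentration of 110 uM, were incubated 30 min at room temperature with preformed BAZ2B/acetyl-K14 H3 peptide complex (50 nM each). Proximity signal was measured by AlphaScreen after 20 min with beads.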
HP1b chromo inh: HTS for Inhibitors of HP1-beta Chromodomain Interactions with Methylated Histone Tails; Potency, µM (doses to about 114 µM), inactives show at the top dose activity change, negative = inhibition, most hits filed as inhibitors; Chromobox protein homolog 1 (Homo sapiens), P83916; AlphaScreen HP1-beta / biotin-H3K9me3 peptide binding; AID 540317, 2011; actives 0.56% (n = 390,000); note: nearly all actives have a fitted effect of over 70% in size; inactives centre near 23
Target sequence (P83916 whole entry, looked up): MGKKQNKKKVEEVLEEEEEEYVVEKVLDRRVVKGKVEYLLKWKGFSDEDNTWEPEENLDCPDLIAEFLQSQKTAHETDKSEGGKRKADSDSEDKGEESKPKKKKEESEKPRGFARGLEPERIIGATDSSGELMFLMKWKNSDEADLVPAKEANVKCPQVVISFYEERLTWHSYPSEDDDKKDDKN
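HP1-beta protein (50 nM final) preincubated 30 min at room temperature with biotinylated H3(1-18)K9me3 peptide (50 nM) in PBS pH 7.4, 0.01% Tween-20, then compound added for 30 min. AlphaScreen streptavidin donor/nickel chelate acceptor beads (10 ug/mL final), 30 min dark, luminescence read.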
Tb PGK inh: qHTS Assay to Find Inhibitors of Phosphoglycerate Kinase. PGK/GAPDH coupled, Kinase-Glo luminescence, 60 min. actives 0.043% (n = 380,000). Potency, µM (doses to about 57.5 µM), for the others: at the top dose activity change, negative = inhibition, most hits filed as inhibitors. AID 602233, 2012; note: % is set by controls: 0 for no effect and ±100 for the full control effect; nearly all actives have a fitted effect of over 60% in size
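Recombinant glycosomal PGK reaction used 1,3-bisphosphoglycerate generated in-well by GAPDH (100nM final) in 100mM TEA pH 7.6, 5mM MgCl2, 0.01% Tween-20. After 60 minutes at room temperature, ATP was read by Kinase-Glo Plus luminescence end-point.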
POLI inh: qHTS for Inhibitors of Polymerase Iota | DNA polymerase iota (Homo sapiens), Q9UNA4 | Pol iota fluorescent replication assay, 10 min | Potency, µM (titrated, usually from 115 µM), for the others: top-dose activity, negative = inhibition, hits mostly inhibitors | actives 1% (n = 390,000) | AID 588590, 2011
Target sequence (Q9UNA4 whole entry, looked up): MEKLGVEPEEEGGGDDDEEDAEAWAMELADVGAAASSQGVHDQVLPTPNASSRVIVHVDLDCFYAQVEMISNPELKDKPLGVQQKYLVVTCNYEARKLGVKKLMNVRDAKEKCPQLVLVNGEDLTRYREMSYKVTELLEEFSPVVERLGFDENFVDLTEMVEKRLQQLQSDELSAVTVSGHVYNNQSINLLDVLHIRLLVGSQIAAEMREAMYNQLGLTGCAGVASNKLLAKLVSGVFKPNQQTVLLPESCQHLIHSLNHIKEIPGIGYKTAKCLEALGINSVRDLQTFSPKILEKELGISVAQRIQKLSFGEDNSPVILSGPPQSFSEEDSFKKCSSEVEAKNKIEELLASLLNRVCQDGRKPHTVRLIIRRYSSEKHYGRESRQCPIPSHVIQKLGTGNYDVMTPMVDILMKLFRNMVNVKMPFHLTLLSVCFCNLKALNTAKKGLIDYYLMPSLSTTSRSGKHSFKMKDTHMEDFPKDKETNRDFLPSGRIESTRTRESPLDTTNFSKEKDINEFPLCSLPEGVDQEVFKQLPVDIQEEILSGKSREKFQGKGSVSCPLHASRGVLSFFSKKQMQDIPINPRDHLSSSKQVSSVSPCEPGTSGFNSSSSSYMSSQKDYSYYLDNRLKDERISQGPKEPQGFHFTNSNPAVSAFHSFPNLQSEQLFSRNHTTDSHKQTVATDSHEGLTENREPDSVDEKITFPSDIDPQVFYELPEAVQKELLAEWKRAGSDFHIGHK
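Pol iota at 10 nM preincubated 15 min with compounds at room temperature; reaction started with fluorescent substrate, 50 nM final. Fluorescence read kinetically at 0 and 10 min; buffer-only wells as negative control.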
G9a block: qHTS Assay for Inhibitors of Histone Lysine Methyltransferase G9a | Histone-lysine N-methyltransferase EHMT2 (Homo sapiens), Q96KQ7 | G9a H3K9 monomethylation, AlphaScreen, 2 h | Potency, µM (top dose mostly 102 µM), for inactives: at the top dose activity, negative = inhibition, hits mostly inhibitors | actives 8.8% (n = 350,000) | AID 504332, 2011; note: % is set by controls: 0 for no effect and ±100 for the full control effect; nearly all actives have a fitted effect of over 75% in size
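G9a (20 nM) preincubated 15 min RT with compounds, then 500 nM biotinylated H3K9 peptide and 20 uM SAM added; 2 h RT reaction. Monomethyl-H3K9 product detected by AlphaScreen with anti-H3K9me1 antibody, streptavidin donor and anti-rabbit IgG acceptor beads.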
BLM helicase inh: qHTS Assay for Inhibitors of Bloom's syndrome helicase (BLM); Potency, µM (highest dose often 56.1 µM), for the others: top-dose activity change, negative = inhibition, actives largely listed as inhibitors; RecQ-like DNA helicase BLM (Homo sapiens), P54132; actives 0.2% (n = 350,000); recombinant BLM DNA unwinding, fluorescence dequenching; AID 2528, 2010;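 note: plate controls were vehicle for no effect and no enzyme for full effect; nearly all actives have a fitted effect of over 35% in size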
Pin1 inh: qHTS Assay to Find Inhibitors of Pin1; Pin1 FP peptide displacement, HiFluor488, 10 min; Potency, µM (top dose mostly 115 µM), for inactives: top-dose activity, negative = inhibition, hits mostly inhibitors; actives 0.009% (n = 390,000); active = well fitted inhibition curve with a large enough effect in the polarisation, with a control signal flat, not every such curve was filed as active; inconclusive = small, poorly fitted or top-dose-only effect, or effect the other way, or a change in a side signal; inactive = no such curve, though single readings can be large or run the other way; the % refers to the polarisation; note: % is set by controls: 0 for no effect and ±100 for the full control effect
Target sequence (Q13526 whole entry, looked up): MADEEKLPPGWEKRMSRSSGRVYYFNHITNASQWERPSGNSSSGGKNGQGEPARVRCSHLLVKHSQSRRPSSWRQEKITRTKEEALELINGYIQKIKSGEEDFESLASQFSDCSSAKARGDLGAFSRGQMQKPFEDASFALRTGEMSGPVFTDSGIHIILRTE
JMJD2A Tudor: qHTS Assay for Inhibitors of JMJD2A-Tudor Domain | Lysine-specific demethylase 4A (Homo sapiens), O75164 | AlphaScreen JMJD2A-Tudor / H3K4me3 peptide binding | Potency, µM (titrated, usually from 114 µM), without a hit: top-dose activity change, negative = inhibition, actives largely listed as inhibitors | actives 4.4% (n = 390,000) | AID 504339, 2011; note: % is set by controls: 0 for no effect and ±100 for the full control effect; nearly all actives have a fitted effect of over 50% in size
An asterisk follows results filed as active; i = inactive; u = inconclusive; x = not tested or not shown; & = joins results of further samples; ! = a repeat was not active; [ ] = remark or other dose. Unless noted, calls come from the whole dose curve; as a rule, active = well fitted curve in the direction sought with a large enough effect; inconclusive = small, poorly fitted or top-dose-only effect, or another doubt; inactive = no such curve, though single readings can be large; an effect the other way counts as inactive or inconclusive. Potency is the fitted concentration of half-maximal effect. An excerpt. The share of hits here may be higher or lower than overall.

SMILES	GLS inhibitor	BAZ2B block	HP1b chromo inh	Tb PGK inh	POLI inh	G9a block	BLM helicase inh	Pin1 inh	JMJD2A Tudor
O=c1[nH]c(CSc2ncc(-c3ccc(F)cc3)n2Cc2ccco2)nc2ccccc12	-3%	x	u	16%	23%	u	-7%	3%	35µM*
Cc1ccc(NC(=O)NC2CCCc3ccccc32)cc1 (stereo unspecified)	-7%	-2%	31%	5%	16%	-15%	0%	-2%	-1%
COc1ccc(CC2(C)OC(c3ccc([N+](=O)[O-])cc3)=NN2C(C)=O)cc1 (stereo unspecified)	-9%	u	u	0%	-9%[58.9 µM]	11µM*	-4%	3%	u
Cc1ccc(C2(C)NC(=O)N(CC(=O)NCCN3C(=O)S/C(=C\c4cccnc4)C3=O)C2=O)cc1 (stereo unspecified)	-1%	x	44%[activator]	i	u	x	x	u	-1%
COc1ccc(C2CC(=O)c3c(O)cc(O)cc3O2)c(CC=C(C)C)c1OC (stereo unspecified)	20%	x	38%	i	9%	x	x	-3%	-31%
C[N+]1(CC2COC3(CCCCC3)O2)CCCCC1 (stereo unspecified)	15%	-15%	11%	-8%	-13%	x	-1%	-2%	-2%
CCCc1nnc(SCC(=O)N2CCCCC2)n1CCCOC	23%	3%	50%[activator]	3%	18%	x	0%	-1%	-8%
CCOC(=O)c1c(C)nc2sc3c(=O)n(-c4ccc(C)cc4)cnc3c2c1-c1ccc(OC)cc1	20%	14%	26%	9%	8%	22%[12.7 µM]	-2%	8%	1%
CC1(C(=O)O)C=CC2(CCCCC2)N1C(=O)c1ccccc1 (stereo unspecified)	-6%	-1%	46%[activator]	-8%	17%	-12%	1%	-4%	-9%
Cc1oc(-c2ccccc2F)nc1CS(=O)CC(=O)NCc1ccc2c(c1)OCO2 (stereo unspecified)	-2%	-4%	61%	i	21%	-46%	4%	10%	-23%
COc1ccccc1N1CCN(/N=C/c2ccc([N+](=O)[O-])cc2)CC1	3%	18µM*	u	-5%	0%	18µM*	-5%	-18%	28µM*
Cc1ccc(NC(=S)N2CCN(S(=O)(=O)c3c(F)cccc3F)CC2)cc1C	2%	-25%	16%	-16%	4%	u	-15%	-1%	-26%

Structures listed so far that bear a hit mark in BAZ2B block:
SMILES	GLS inhibitor	BAZ2B block	HP1b chromo inh	Tb PGK inh	POLI inh	G9a block	BLM helicase inh	Pin1 inh	JMJD2A Tudor
COc1ccccc1N1CCN(/N=C/c2ccc([N+](=O)[O-])cc2)CC1	3%	18µM*	u	-5%	0%	18µM*	-5%	-18%	28µM*

(list continues)
SMILES	GLS inhibitor	BAZ2B block	HP1b chromo inh	Tb PGK inh	POLI inh	G9a block	BLM helicase inh	Pin1 inh	JMJD2A Tudor
CC(C)(C)c1ccc(-n2ncc3c2CCCC3NC(=O)CN2CCCC2=O)cc1 (stereo unspecified)	6%	-3%	20%	8%	22%	4%	-6%	1%	-4%
Cc1ccc(C(=O)Nc2ncc(C)s2)o1	12%	-22%	1%	-17%	8%	-41%[59 µM]	0%	-13%	-34%
COc1ccc(SCC(=O)c2cc(C)c(OC(=S)N(C)C)c(C)c2)cc1	12%	5%	72%[activator]	1%	u	40µM*	-8%	27%	12%
COc1ccccc1NS(=O)(=O)c1ccc(Br)s1	1%	8%	15%	-8%	-2%	5%	-14%	21%	-4%
COc1cccc(Nc2nc(-c3sc(N)nc3C)cs2)c1	-1%	40µM*	u	-9%	5%	u	-12%	29%	u
CCc1ccccc1NC(=O)N1CCN(C(=O)c2nsc3ccccc23)CC1	-4%	9%	18%[57 µM]	i	0%	13%[59 µM]	0%	u	-18%
C=CCSC1=C(C#N)C(c2ccccc2OCC)CC(=O)N1 (stereo unspecified)	11%	1%	-7%	x	33%[activator]	u	-2%	0%	-19%
COC(=O)c1cc(C#N)c(Oc2ccc(OC)cc2)nc1C	7%	16%	44%[activator]	-10%	6%	34%[12.7 µM]	0%	0%	9%
CCCCNC(=O)CCC(=O)NNc1nc2ccccc2c2nc(C)nn12	13%&33%	-3%[57.1 µM]	48%&17%[activator]	-8%&-5%	13%&9%	25µM*!	-2%&0%	u	-6%&-27%
CN(C(=O)CSc1nnnn1-c1ccc(O)cc1)C1CCCCC1	-24%	x	30%	i	31%[activator]	x	x	-13%	-12%
Cc1ccccc1OCCN1C(=O)NC2(CCCc3ccccc32)C1=O (stereo unspecified)	4%	1%	23%	-1%	7%	14%[59 µM]	-7%	1%	-25%
CC(=O)c1c(C)[nH]c(C(=O)CN2C(=O)NC(C)(c3ccc(C)cc3)C2=O)c1C (stereo unspecified)	-1%	u	34%	-3%	37%[activator]	11%	-1%	-4%	-9%
CCOC(=O)c1ccc2[nH]c(C)c(C)c2c1	19%	x	u	-3%	8%	x	x	1%	u
CN(C(=O)CCc1nc2ccccc2s1)c1ccccc1	1%	-1%	25%	x	9%	7%[59 µM]	0%	u	-6%
CCCC(O)(CCC)C(=O)NNc1ccc(C)cc1	35%[activator]	-1%	28%	2%	-2%	x	-10%	-6%	-14%
Cc1ccc(C(C)NC(=S)NC2CCCCC2)c(C)c1 (stereo unspecified)	-1%	-24%	31%	0%	29%	x	-6%	0%	-9%
CC(CN1CCOCC1)OC(=O)c1ccccc1Br (stereo unspecified)	14%	-24%	42%[activator]	-3%	6%	-44%[12.7 µM]	0%	-3%	-28%
Cc1cc(C)c(NC(=O)C(C)n2nc(-c3ccc(C)c(C)c3)ccc2=O)c(C)c1 (stereo unspecified)	-9%	u	36%	i	33%[activator]	-16%[59 µM]	-13%	50%[activator]	-19%
COc1ccc(C(=O)NCCN2C(=O)S/C(=C\c3cccnc3)C2=O)c(OC)c1OC	7%	2%	29%	-3%	37%[activator]	-1%[59 µM]	0%	0%	-18%
CC(C)c1ccccc1NC(=O)Nc1ccc(F)cc1F	2%	-2%	19%	-5%	-1%	x	-5%	-9%	-4%
CC(=O)Nc1ccc(NC(=O)C2CCCN2C(=O)Nc2ccccc2[N+](=O)[O-])cc1 (stereo unspecified)	-4%	-23%	-16%	2%	28%	16%	-5%	-1%	-18%
O=[N+]([O-])c1cc(Cl)ccc1NCCNc1ncc(C(F)(F)F)cc1Cl	8%	u	-14%	2%	16%	u	-1%	5%	-24%
O=C(COC(=O)C1CC(=O)N(Cc2ccccc2)C1)c1ccc(Br)cc1 (stereo unspecified)	14%	5%	16%	-9%	11%	9%[59 µM]	1%	-5%	-8%
Cn1c(=O)c(C(=O)O)nn(-c2ccccc2)c1=O	-1%	-1%	21%	4%	4%	-33%[59 µM]	2%	4%	-5%
COCCNC(=O)C(=O)N/N=C/c1cccs1	-2%	-32%	24%	-2%	22%	21%	-5%	2%	-19%
Cc1cccc(-c2cc(C(=O)NCc3ccccn3)c3ccccc3n2)c1	7%	0%	37%	3%	4%	18%[59 µM]	4%	-1%	-16%
C=CCn1c(SCN2C(=O)c3ccccc3C2=O)nc2ccc(Cl)cc2c1=O	13%	9%	45%[activator]	-4%	15%	7%[59 µM]	-2%	-10%	1%
O=[N+]([O-])c1ccc(S(=O)(=O)N/N=C/c2ccc3c(c2)OCO3)cc1	25%	u	27%	5%	u	50µM*	1%	4%	-14%
CN(C)S(=O)(=O)c1ccc(/C(O)=C2/C(=O)C(=O)N(CCCN3CCOCC3)C2c2ccncc2)cc1 (stereo unspecified)	26%	x	18%	-9%	-24%	x	x	5%	-6%
Cc1cc(C)c(NC(=O)COC(=O)Cc2cccs2)c(C)c1	12%	3%	34%	4%	15%	7%	x	0%	-8%
CC(CCCN(C)C)C(Cc1ccccc1)c1ccccc1 (stereo unspecified)	6%	x	50%[activator]	-7%	8%	x	x	-8%	-6%
Cc1nc2c(-c3ccc(Cl)cc3)cnn2c(N)c1-c1ccc(F)cc1	-1%	38%[activator]	143%[activator]	x	-14%	30%[activator]	-16%	5%	52%[activator]
Cc1ccc(C)n1-c1nnc(N2CCCC(C(=O)NCc3cccc(Br)c3)C2)s1 (stereo unspecified)	-14%	u	17%	-2%	-15%	23%[59 µM]	-1%	12%	-11%
O=C1CC(c2ccc(O)cc2)Oc2cc(O)ccc21 (stereo unspecified)	10%	x	23%	-4%	8%	x	x	4%	-16%
Cc1nc2cnccc2n1C	-6%	-2%	64%[activator]	-1%	27%	51%	0%	6%	1%
COCCSc1ccccc1C(=O)Nc1ccc(Cl)cn1	-15%	11%	33%	i	11%	-15%[59 µM]	2%	-6%	-11%
COc1ccccc1C(=O)Nc1cccc(NC(=O)c2ccccc2OC)n1	-5%	-3%	48%[activator]	-7%	24%	x	-12%	9%	0%
COc1ccc(/C=C/C(=O)NC(=S)NNC(=O)c2ccco2)cc1	31%[activator]	9%	23%	-3%	5%	13µM*	3%	-1%	-11%
CCCCOc1ccc(Cl)cc1CSc1nnc(C)n1N	-7%	-4%	14%	-3%	u	5%[12.7 µM]	-1%	-10%	-6%
CCCc1cc(C(=O)NNC(=S)Nc2cccc(C)c2)cs1	10%	-24%	u	0%	18%	8.9µM*	-4%	3%	-25%

Sorted by molecular weight (lowest first): part of the list above
SMILES	GLS inhibitor	BAZ2B block	HP1b chromo inh	Tb PGK inh	POLI inh	G9a block	BLM helicase inh	Pin1 inh	JMJD2A Tudor
Cc1nc2cnccc2n1C	-6%	-2%	64%[activator]	-1%	27%	51%	0%	6%	1%
CCCCOc1ccc(Cl)cc1CSc1nnc(C)n1N	-7%	-4%	14%	-3%	u	5%[12.7 µM]	-1%	-10%	-6%
COc1ccccc1C(=O)Nc1cccc(NC(=O)c2ccccc2OC)n1	-5%	-3%	48%[activator]	-7%	24%	x	-12%	9%	0%
